# BLM inh: inhibitors of human Bloom syndrome helicase BLM; AID 2528; recombinant BLM DNA unwinding, fluorescence dequenching; Potency, µM (series often up to 56.1 µM), for inactives: at the top dose activity change, negative = inhibition, actives largely listed as inhibitors; 350,000 tested, 0.2% active; P54132;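 note: potency is the fitted concentration of half-maximal effect; plate controls were vehicle for no effect and no enzyme for full effect; nearly all actives have a fitted effect of over 35% in size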
# Pol kappa inh: DNA polymerase kappa (human) inhibition | Q9UBT6 | purified Pol kappa, fluorescent DNA synthesis assay, 10 min | Potency, µM (series often up to 107 µM), without a hit: at the highest dose activity, negative = inhibition, hits mostly inhibitors | 400,000 tested, 0.53% active | AID 588579; note: potency is the fitted concentration of half-maximal effect; % is set by controls: 0 for no effect and ±100 for the full control effect
#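 Kinetic fluorescence readout at 0 and 10 min followed reaction start with substrate at 50 nM final. Beforehand, enzyme (10 nM Pol kappa) stood 15 min with compound at room temperature; buffer-only wells were negative controls.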
# POLI inh: DNA polymerase iota (human) inhibition; 390,000 tested, 1% active; Q9UNA4; AID 588590; Potency, µM (doses to about 115 µM), without a hit: top-dose activity, negative = inhibition, most hits filed as inhibitors; Pol iota fluorescent replication assay, 10 min; note: potency is the fitted concentration of half-maximal effect
#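 Fluorescent replication assay read twice, at 0 min and 10 min after adding 50 nM (final) substrate. Enzyme (10 nM) and compounds were first incubated 15 min at room temperature; enzyme-free buffer wells were negative controls.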
# APEX1 inh: APE1 (human) endonuclease inhibition. 350,000 tested, 0.35% active. recombinant APE1, TAMRA/BHQ-2 abasic DNA cleavage fluorescence. P27695. Potency, µM (titrated, usually from 65.8 µM), inactives show at the top dose activity change, negative = inhibition, most hits filed as inhibitors. AID 2517;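 note: potency is the fitted concentration of half-maximal effect; plate controls were vehicle for no effect and reference inhibitor for full effect; nearly all actives have a fitted effect of over 55% in size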
# Target sequence (P27695 whole entry, looked up): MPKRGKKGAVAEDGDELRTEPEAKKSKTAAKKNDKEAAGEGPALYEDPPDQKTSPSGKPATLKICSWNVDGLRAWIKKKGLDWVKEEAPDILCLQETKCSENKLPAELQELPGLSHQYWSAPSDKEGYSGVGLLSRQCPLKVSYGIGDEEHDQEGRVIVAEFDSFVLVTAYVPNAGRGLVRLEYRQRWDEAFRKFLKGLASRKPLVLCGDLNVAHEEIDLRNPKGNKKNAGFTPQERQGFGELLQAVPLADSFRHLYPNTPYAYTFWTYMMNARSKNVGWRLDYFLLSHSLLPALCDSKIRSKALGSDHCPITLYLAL
#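 Measures dequenching upon AP-site incision of a 5'-TAMRA/3'-BHQ-2 THF-containing duplex, 50 nM; human APE1 0.75 nM after 15 min room-temperature exposure to compound; kinetic three-point read at one-minute spacing.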
# POLB inh: DNA polymerase beta (human) inhibition; P06746; Potency, µM (doses to about 114 µM), for inactives: at the highest dose activity change, negative = inhibition, actives largely listed as inhibitors; 340,000 tested, 1.3% active; AID 485314; Pol beta primer extension/strand displacement, fluorescence kinetic; note: potency is the fitted concentration of half-maximal effect; % is set by controls: 0 for no effect and ±100 for the full control effect
#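 Kinetic readout of DNA synthesis with strand displacement by Pol beta. Compound and 10 nM enzyme sit 15 min at room temperature; 50 nM substrate starts the reaction, read immediately and at 10 min.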
# RXFP1 antag: antagonists of human relaxin receptor RXFP1. HEK293-RXFP1, relaxin-stimulated cAMP HTRF, 30 min; hits give low values. Q9HBX9. AID 1259400. activity change, negative = inhibition, % at 57.5 µM. 350,000 tested, 0.59% active;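 active = activity change of -60% or lower, but not beyond a set lower limit; inconclusive = change between -60% and -40%, or beyond the set limit; inactive = change above -40%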; note: % is set by controls: 0 for no effect and ±100 for the full control effect
# POLH inh: blocks human DNA polymerase eta activity. 390,000 tested, 1.2% active. recombinant Pol eta, fluorescent DNA replication assay. Potency, µM (doses to about 114 µM), without a hit: top-dose activity change, negative = inhibition, most hits filed as inhibitors. Q9Y253; note: potency is the fitted concentration of half-maximal effect; % is set by controls: 0 for no effect and ±100 for the full control effect
#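 Pol eta at 10 nM preincubated with compounds 15 min at room temperature; reaction started with fluorescent substrate (50 nM final) and read kinetically at 0 and 10 min.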
# Tb PGK inh: blocks T. brucei phosphoglycerate kinase. 380,000 tested, 0.043% active. AID 602233. PGK/GAPDH coupled, Kinase-Glo luminescence, 60 min. Potency, µM (series often up to 57.5 µM), without a hit: top-dose activity change, negative = inhibition, usual class: inhibitors; note: potency is the fitted concentration of half-maximal effect; % is set by controls: 0 for no effect and ±100 for the full control effect; nearly all actives have a fitted effect of over 60% in size
# Target sequence (P07378 whole entry, looked up): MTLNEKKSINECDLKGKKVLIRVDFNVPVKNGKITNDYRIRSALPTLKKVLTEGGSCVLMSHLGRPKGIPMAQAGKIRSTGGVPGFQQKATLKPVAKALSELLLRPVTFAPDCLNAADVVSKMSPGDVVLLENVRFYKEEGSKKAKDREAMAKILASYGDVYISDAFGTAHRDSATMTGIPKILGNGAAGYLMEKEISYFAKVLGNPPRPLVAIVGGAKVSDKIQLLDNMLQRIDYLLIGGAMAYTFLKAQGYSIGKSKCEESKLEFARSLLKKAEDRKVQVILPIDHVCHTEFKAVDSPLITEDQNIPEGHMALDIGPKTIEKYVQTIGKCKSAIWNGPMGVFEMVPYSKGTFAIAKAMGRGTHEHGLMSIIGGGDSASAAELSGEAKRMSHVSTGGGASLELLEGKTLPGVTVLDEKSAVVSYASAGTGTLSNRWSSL
#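 Luminescent ATP detection (Kinase-Glo Plus) follows a 60-minute room-temperature incubation, with wells lacking PGK as controls. Buffer: 100 mM TEA (pH 7.6), 5 mM MgCl2, 0.01% Tween-20. Coupling enzyme GAPDH (100 nM final) supplies unstable 1,3-BPG in-well.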
# Apoferritin bind: binds horse apoferritin like a general anesthetic; apoferritin/1-aminoanthracene competitive binding, fluorescence; Potency, µM (doses to about 77.5 µM), for the others: at the top dose activity change, negative = displacement, actives largely listed as inhibitors; 350,000 tested, 0.074% active; note: potency is the fitted concentration of half-maximal effect; % is set by controls: 0 for no effect and ±100 for the full control effect; nearly all actives have a fitted effect of over 20% in size
# Target sequence (P02791 2-175 limits assumed): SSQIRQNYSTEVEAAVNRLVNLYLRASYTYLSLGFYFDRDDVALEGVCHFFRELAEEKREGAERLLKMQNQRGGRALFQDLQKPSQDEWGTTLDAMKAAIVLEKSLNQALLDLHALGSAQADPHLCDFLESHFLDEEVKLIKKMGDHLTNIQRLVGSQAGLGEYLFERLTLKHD
#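 Concentration-response curves derived by four-parameter Hill fitting of normalized fluorescence, where compounds displaced 1-AMA from 10 uM horse apoferritin following a brief 10 min room-temperature incubation; propofol titration acted as positive control.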
# * hit, by the source's call; i = inactive; ? = inconclusive; . = not tested or not shown; [ ] = remark or other dose. Unless noted, calls come from the whole dose curve; as a rule, active = well fitted curve in the direction sought with a large enough effect; inconclusive = small, poorly fitted or top-dose-only effect, or another doubt; inactive = no such curve, though single readings can be large; an effect the other way counts as inactive or inconclusive. A portion of the library. The share of hits here may be higher or lower than overall.
(1) COc1cccc(/C=N/NC(=O)CCc2c(C)n[nH]c2C)c1O
(2) CCCCc1nnc(SCC(=O)NC2CCCCC2)n1C
(3) COc1ccc(CNC(=O)C(c2ccncc2)N(C(=O)Cc2cccs2)c2ccccc2C)cc1 (stereo not drawn)
(4) C(=C\c1ccccc1)/C=N/Nc1ccc2nncn2n1
(5) CN(C)Cc1ccc(-c2nc3cccc4c3n2CCNC4=O)cc1
(6) COc1cc(/C=C2/NC(=O)NC2=O)ccc1OCC(=O)Nc1ccc(F)cc1
(7) CC(=O)c1cccc(N(C(=O)Cn2nnc3ccccc32)C(C(=O)NCc2ccccc2)c2ccc(F)cc2)c1 (stereo not drawn)
(8) O=c1c2c(-c3ccccc3)csc2ncn1/N=C/c1ccc(O)c([N+](=O)[O-])c1
(9) C=CCc1ccc(OCCOc2ccc(/C=N/n3cnnc3)cc2OCC)c(OC)c1
(10) CCn1cc(C(c2ccccc2)C(C(C)=O)[N+](=O)[O-])c2ccccc21 (stereo not drawn)
Screen / compound no.,1,2,3,4,5,6,7,8,9,10
BLM inh,-6%,0%,-7%,-12%,.,-4%,-4%,-2%,-7%,-8%
Pol kappa inh,6%,-17%,-9%,8%,7%,-7%,-23%,-28%,-4%,-4%
POLI inh,-1%,0%,26%,24%,27%,-2%,19%,-14%,?,-14%
APEX1 inh,1%,53%[activator],0%,12%,.,14%,.,0%,-1%,-5%
POLB inh,1%,5%,1%,-1%,.,?,2%,18%,?,16%
RXFP1 antag,6,7,-3,-2,.,-14,4,0,-8,-37
POLH inh,-28%,-9%,-6%,-20%,-13%,-8%,-14%,-3%,?,-11%
Tb PGK inh,-7%,-1%,.,i,-12%,-9%,i,-2%,2%,-10%
Apoferritin bind,26%,-1%,-19%,3%,.,-4%,?,?,?,-1%

(11) COc1ccc(NC(=O)c2c(NC(=O)CNCc3ccco3)sc3c2CCC3)c(OC)c1
(12) COc1ccc(-c2csc(Nc3cccnc3)n2)cc1
(13) COc1ccc(OC)c(NC(=O)CCCN2C(=S)NC(C)(C)CC2C)c1 (stereo not drawn)
(14) Cn1cc([N+](=O)[O-])c(C(=O)N2CCN(Cc3ccc4c(c3)OCO4)CC2)n1
(15) O=C(CN(Cc1ccccc1)C(=O)CNS(=O)(=O)c1ccccc1)NCc1ccco1
(16) Fc1ccccc1NC(=S)N1CCOCC1
(17) O=C(CCNS(=O)(=O)c1ccc(OC(F)(F)F)cc1)NC1CC1
(18) Cc1ccc(NC(=O)c2ccc(NCCN)c([N+](=O)[O-])c2)cc1
(19) CC1(C)CC(=O)C2=C(C1)c1c(ccc3ccccc13)NC2c1ccco1 (stereo not drawn)
(20) CN(c1ccc(C(=O)Nc2ccccc2C(F)(F)F)cc1)S(C)(=O)=O
Screen / compound no.,11,12,13,14,15,16,17,18,19,20
BLM inh,-1%,4%,0%,-1%,-1%,-6%,.,2%,-6%,0%
Pol kappa inh,-6%,-8%,-5%,-12%,-6%,0%,-3%,3%,?,0%
POLI inh,12%,2%,16%,10%,134%[activator],2%,1%,23%,?,1%
APEX1 inh,1%,5%,0%,57%,14%,26%,-9%,2%,?,2%
POLB inh,0%,5%,-14%,2%,95%,5%,.,15%,?,-3%
RXFP1 antag,-21,-1,-5,9,4,4,-23,-7,-2,-5
POLH inh,4%,5%,-6%,9%,-15%,-6%,-30%,-13%,-15%,-13%
Tb PGK inh,2%,0%,-4%,-1%,6%,.,9%,-3%,-9%,-3%
Apoferritin bind,2%,-14%,-1%,1%,-10%,-5%,.,-11%,110%[activator],-11%

(21) Clc1cccc(-c2ccnc3nc(-n4cccc4)nn23)c1
(22) O=C(c1ccc2c(c1)N(Cc1ccc(F)cc1)C(=O)c1ccccc1S2(=O)=O)N1CCCC1
(23) CCOC(=O)c1ccc2c(c1)nc(-c1ccccn1)n2CC
(24) COc1ccc(Cn2cccc(NC(=O)Nc3cccc(C#N)c3)c2=O)cc1
(25) CCc1ccccc1Nc1nc(N)nc(COC(=O)CCS(=O)(=O)c2ccccc2)n1
(26) OCC1(Cc2ccccc2)CCN(Cc2ccccn2)CC1
(27) CCOc1ccc(-c2ccc(CO)o2)cc1N
(28) COc1ccc(N(C(=O)/C=C/c2ccccc2)C2=CC3CCC(C2)N3C)cc1 (stereo not drawn)
(29) CC1(C)CC(=O)c2c(nn(-c3ccccc3)c2N)C1
(30) COCCn1c(CN2CCN(c3ccc(F)cc3)CC2)nc2c1c(=O)n(C)c(=O)n2C
Screen / compound no.,21,22,23,24,25,26,27,28,29,30
BLM inh,-3%,-5%,2%,-10%,.,-7%,-5%,-5%,0%,-2%
Pol kappa inh,-10%,-21%,8%,-10%,0%,1%,-3%[60.1 µM],-10%,-6%,.
POLI inh,14%,-1%,68%[activator],-4%,22%,23%,13%,15%,2%,.
APEX1 inh,2%,.,15%,?,30%,20%,.,-2%,-2%,0%
POLB inh,1%,0%,0%,12%,.,0%,?,1%,11%,-1%
RXFP1 antag,-4,.,-5,3,-16,.,-2,-1,1,.
POLH inh,-6%,-7%,-19%,-4%,-3%,-6%,-21%,-11%,-5%,.
Tb PGK inh,2%,0%,i,2%,-5%,-1%,-5%,i,1%[11.5 µM],.
Apoferritin bind,-14%,1%,5%,-18%,.,-6%,-7%,-3%,-8%,0%

(31) CNC(=O)COc1ccc(Nc2nnc(-c3ccc(C)c(S(=O)(=O)NC(C)(C)C)c3)c3ccccc23)cc1
(32) COc1ccc(N=Cc2nc(-c3ccccc3)oc2OC(C)=O)cc1
(33) Cc1ccc(Cn2ncc3c(NCCCN(C)C)ncnc32)cc1
(34) O=S(=O)(/C=C/C=C/S(=O)(=O)c1ccccc1)c1ccccc1
(35) Cc1cc(=O)n2nc(N3CCC(C(=O)NCc4cccc(Cl)c4)CC3)sc2n1
(36) CCCOc1ccc2cc(C(=O)NCc3ccccc3)c(=O)oc2c1
(37) c1ccc2c(c1)N1CCN=C1N2CCN1CCCCC1
(38) CSc1cccc(NC(=S)N(CCCN2CCCC2)Cc2cccn2Cc2ccc(Cl)cc2)c1
(39) Oc1ccc(CNc2ccccc2)c2cccnc12
(40) CCOc1ccccc1C1C(C(=O)Nc2ccccc2)=C(C)Nc2nc(SCC(=O)c3ccc(C)cc3)nn21 (stereo not drawn)
Screen / compound no.,31,32,33,34,35,36,37,38,39,40
BLM inh,-11%,-4%,3%,.,0%,-6%,6%,-11%,-7%,-1%
Pol kappa inh,?,8%,6%,-11%,-13%,-20%,-3%,4%,7%,-7%[60.1 µM]
POLI inh,-11%,25%,23%,?,-1%,19%,-8%,17%,-1%,-5%
APEX1 inh,.,1%,7%,.,-1%,15%,-5%,-7%,3%,.
POLB inh,-19%,-13%,0%,.,40%,45%,27%,-11%,3%,2%
RXFP1 antag,-1,-2,-4,-33,3,-4,2,-24,-1,-1
POLH inh,-16%,-10%,-16%,10%,-8%,-11%,-12%,-24%,0%,11%
Tb PGK inh,i,-1%,-9%,-4%,2%,-7%,-2%,-4%,-2%,0%
Apoferritin bind,221%[activator],-4%,-2%,.,-9%,16%,-6%,-18%,-11%,-2%

(41) CCCCC(=O)Nc1ccc2c(c1)nc(CCN1CCOCC1)n2C
(42) COC(=O)c1ccc(-n2cnc(Cl)n2)c(F)c1
(43) O=C(c1ccco1)N1N=C(c2cccs2)CC1c1ccc(F)cc1 (stereo not drawn)
(44) CSCCOC(=O)C1=C(C)NC(=O)CC1c1ccccc1Cl (stereo not drawn)
Screen / compound no.,41,42,43,44
BLM inh,-1%,-3%,-19%,-4%
Pol kappa inh,-5%,-2%,-13%,0%
POLI inh,-9%,8%,0%,-21%
APEX1 inh,-6%,3%,2%,12%
POLB inh,30%,-3%,4%,28%
RXFP1 antag,-6,-10,-17,-6
POLH inh,-12%,?,-18%,-12%
Tb PGK inh,i,-18%,i,-1%
Apoferritin bind,-7%,-17%,-5%,-19%

# Structures above that contain an aryl methoxy group (ten):
(1) COc1cccc(/C=N/NC(=O)CCc2c(C)n[nH]c2C)c1O
(3) COc1ccc(CNC(=O)C(c2ccncc2)N(C(=O)Cc2cccs2)c2ccccc2C)cc1 (stereo not drawn)
(6) COc1cc(/C=C2/NC(=O)NC2=O)ccc1OCC(=O)Nc1ccc(F)cc1
(9) C=CCc1ccc(OCCOc2ccc(/C=N/n3cnnc3)cc2OCC)c(OC)c1
(11) COc1ccc(NC(=O)c2c(NC(=O)CNCc3ccco3)sc3c2CCC3)c(OC)c1
(12) COc1ccc(-c2csc(Nc3cccnc3)n2)cc1
(13) COc1ccc(OC)c(NC(=O)CCCN2C(=S)NC(C)(C)CC2C)c1 (stereo not drawn)
(24) COc1ccc(Cn2cccc(NC(=O)Nc3cccc(C#N)c3)c2=O)cc1
(28) COc1ccc(N(C(=O)/C=C/c2ccccc2)C2=CC3CCC(C2)N3C)cc1 (stereo not drawn)
(32) COc1ccc(N=Cc2nc(-c3ccccc3)oc2OC(C)=O)cc1
Screen / compound no.,1,3,6,9,11,12,13,24,28,32
BLM inh,-6%,-7%,-4%,-7%,-1%,4%,0%,-10%,-5%,-4%
Pol kappa inh,6%,-9%,-7%,-4%,-6%,-8%,-5%,-10%,-10%,8%
POLI inh,-1%,26%,-2%,?,12%,2%,16%,-4%,15%,25%
APEX1 inh,1%,0%,14%,-1%,1%,5%,0%,?,-2%,1%
POLB inh,1%,1%,?,?,0%,5%,-14%,12%,1%,-13%
RXFP1 antag,6,-3,-14,-8,-21,-1,-5,3,-1,-2
POLH inh,-28%,-6%,-8%,?,4%,5%,-6%,-4%,-11%,-10%
Tb PGK inh,-7%,.,-9%,2%,2%,0%,-4%,2%,i,-1%
Apoferritin bind,26%,-19%,-4%,?,2%,-14%,-1%,-18%,-3%,-4%
